RTF Ca sens inh: cardiac RTF calcium sensitivity inhibitors, primary screen, biochemical, IANBD-TnC fluorescence, EC70 calcium | IANBD-labeled cardiac RTF, Ca2+ fluorescence | inhibition, % at 7.15 µM | 340,000 tested, 0.12% active | AID 493244, 2011;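 active = inhibition above the mean inhibition of all tested compounds plus 3 SD, cut at about 17% in these data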;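 also: assay run at fixed EC70 calcium of 1.6 mM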
CAL-PDZ inh HTS: untagged CAL PDZ binding inhibitors, primary screen, biochemical, fluorescence polarization, HTS. Golgi-associated PDZ and coiled-coil motif-containing protein (Homo sapiens), Q9HD26. 300,000 tested, 0.92% active. AID 602252, 2012. inhibition, % at 24.9 µM. purified CAL PDZ, TMR-peptide fluorescence polarization, 1 h;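 active = mean inhibition of at least 30% with at least half of replicates also reaching 30%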;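 also: 0% = DMSO neutral control and 100% = excess unlabeled competitor peptide PRC23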
C-LANA FP: inhibitors of KSHV C-LANA binding to DNA, primary screen, biochemical, fluorescence polarization, FAM-LBS DNA, MBP-C-LANA, single point; inhibition, % at 9 µM; 340,000 tested, 0.078% active; Kaposi's sarcoma herpesvirus LANA C-terminal domain (residues 932-1162) DNA binding;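 active = highest replicate inhibition at or above 60% at 9 µM, even if other replicates fall short; inactive = all replicates below 60% inhibition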;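 also: 0% = neutral control wells and 100% = 4 µM acridine orange control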
V-ATPase pH: regulators of yeast V-ATPase proton pumping, primary screen, pHLuorin cytosolic pH fluorescence. S. cerevisiae. response, % at 10 µM. 350,000 tested, 0.37% active. AID 504577, 2011; in the data active = response mostly above about 7.3%, no sharp cut-off; inactive = mostly below about 5.4%; also: actives read high; inactives centre near 0; some compounds called inactive have numbers as strong as hits; reference of the scale not given here
OPRM1-OPRD1 ag: agonists of OPRM1-OPRD1 heterodimerization, primary screen, cell-based, luminescence; activation, % at 9.3 µM; Mu-type opioid receptor (Homo sapiens) + Delta-type opioid receptor (Homo sapiens), …; 340,000 tested, 0.3% active; cells; AID 504326, 2011; in the data active = activation above about 18%;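 also: 0% = vehicle-treated cells and 100% = reference agonist; values of inactives mirror those of a sister screen read the other way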
Keap1-Nrf2 PPI: Keap1-Nrf2 protein-protein interaction inhibitors, primary screen, biochemical, fluorescence polarization, single point. Kelch-like ECH-associated protein 1 (Homo sapiens), Q14145. Keap1 Kelch-Nrf2 peptide fluorescence polarization, 1536-well. inhibition, % at 9.4 µM. 340,000 tested, 0.15% active. AID 504523, 2011; in the data active = inhibition above about 12%;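 also: human Keap1 Kelch domain with fluorescein labeled Nrf2 9mer peptide probe; 0% = neutral control wells and 100% = peptide positive control; higher means more block of Keap1 binding to Nrf2 peptide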
Target sequence (Q14145 whole entry, looked up, the tested form may be a part): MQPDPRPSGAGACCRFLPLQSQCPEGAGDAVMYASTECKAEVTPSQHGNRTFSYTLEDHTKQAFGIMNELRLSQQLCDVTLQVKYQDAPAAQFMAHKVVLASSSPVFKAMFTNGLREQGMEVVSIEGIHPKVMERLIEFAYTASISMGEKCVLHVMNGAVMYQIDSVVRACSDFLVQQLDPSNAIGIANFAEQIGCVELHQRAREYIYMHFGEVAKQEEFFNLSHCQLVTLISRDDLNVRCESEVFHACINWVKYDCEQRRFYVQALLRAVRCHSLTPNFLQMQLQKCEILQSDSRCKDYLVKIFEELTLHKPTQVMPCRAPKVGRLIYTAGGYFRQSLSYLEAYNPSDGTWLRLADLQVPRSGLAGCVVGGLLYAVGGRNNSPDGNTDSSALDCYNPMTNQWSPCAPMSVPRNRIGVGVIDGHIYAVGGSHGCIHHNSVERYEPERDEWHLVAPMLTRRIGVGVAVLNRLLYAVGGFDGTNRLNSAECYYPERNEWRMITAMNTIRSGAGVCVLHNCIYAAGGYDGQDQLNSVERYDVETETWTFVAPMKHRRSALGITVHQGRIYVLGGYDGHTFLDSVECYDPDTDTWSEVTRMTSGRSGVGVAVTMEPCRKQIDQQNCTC
HTR5A inv ctr: HTR5A inverse agonists in luminescence cell assay, primary screen, counter-screen for OPRM1-OPRD1 heterodimer inverse agonist project, full-deck HTS; 5-hydroxytryptamine receptor 5A (Homo sapiens), P47898; HTR5A cell line, inverse agonism; inhibition, % at 9.3 µM; 340,000 tested, 0.083% active; AID 504634, 2011; in the data active = inhibition mostly above about 23%, no sharp cut-off; inactive = mostly below about 18%;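 also: 0% = cells with DMSO and 100% = no-cell wells with DMSO; some compounds called inactive have numbers as strong as hits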
cardiac RTF act: cardiac RTF calcium sensitivity activators, primary screen, biochemical, IANBD-TnC fluorescence, EC20 calcium; IANBD-labeled TnC RTF fluorescence at EC20 calcium; 0% EC20 calcium, 100% full calcium; AID 493008, 2010; 340,000 tested, 0.24% active; activation, % at 7.2 µM;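 active = activation above the mean over all tested compounds plus 3 SD, cut at about 30% in these data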;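 also: rise in fluorescence read as greater calcium sensitivity of cardiac thin filaments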
MOR-DOR inv ag: inverse agonists of MOR-DOR heterodimerization, primary screen, cell-based, luminescence. cell-based MOR-DOR heterodimer luminescence, inverse agonism. inhibition, % at 9.3 µM. 340,000 tested, 0.21% active. AID 504357, 2011; in the data active = inhibition above about 22%, passing the limit was not always enough;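 also: 0% = cells with DMSO and 100% = wells without cells with DMSO; values of inactives mirror those of a sister screen read the other way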
HTR5A ag: HTR5A agonists in luminescence cell assay, primary screen, counter-screen for OPRM1-OPRD1 heterodimer agonist project, full-deck HTS. 5-hydroxytryptamine receptor 5A (Homo sapiens), P47898. cell-based. activation, % at 9.3 µM. 340,000 tested, 0.61% active. AID 504692, 2011; in the data active = activation mostly above about 9.5%, no sharp cut-off; inactive = mostly below about 7.6%;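 also: 0% = cells with vehicle only and 100% = reference agonist; strong numbers were not always called active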
* marks the source's active call; other numbers are inactive results; . = no result given. Compounds as they come; any-hit rate near 2.8%.

molecule	V-ATPase pH	cardiac RTF act	HTR5A ag	RTF Ca sens inh	Keap1-Nrf2 PPI	C-LANA FP	MOR-DOR inv ag	HTR5A inv ctr	OPRM1-OPRD1 ag	CAL-PDZ inh HTS
COc1cc(OC)cc(C(=O)NN2CCCCC2)c1	1	2	3	9	1	2.7	16	-22	-2.9	-1
O=C(CCCc1nc(-c2ccccc2)no1)Nc1cccnc1	4	-3	4	-14	0	1.1	-3	-15	0.5	-1
CCCn1c(SCC(=O)Nc2ccccc2Oc2ccccc2)n[nH]c1=O	-6	-4	-4	-1	1	1.4	6	9	-1.3	1
O=C(NC1CCCCC1)C1CC(=O)N(c2ccccc2)C1 (configuration not stated)	-3	-2	0	-4	-1	0.9	-7	-21	0.9	.
O=C(Nc1ccon1)c1ccc(OC2CCCC2)cc1	-2	-2	2	-2	1	0.7	5	-5	-0.9	3
Cc1ccc(S(=O)(=O)NCC(=O)N(CC(=O)NCc2ccco2)Cc2ccco2)cc1	1	3	3	-4	-2	-0.2	-1	-9	0.2	-5
CCC(C)(C)C1CCC(=NNC(=O)c2ccc(Br)o2)CC1 (configuration not stated)	0	-3	3	10	0	-1.3	5	-24	-1.0	-1
CCOC(=O)c1cc(-c2cccc([N+](=O)[O-])c2)on1	-3	4	0	-3	2	-0.6	-2	1	0.4	0
C=CC[C@H](CC(=O)NCCO)C(=O)N[C@@H](COC(=O)[C@H](CC=C)CC(=O)OC(C)(C)C)Cc1c[nH]c2ccccc12	-4	4	1	3	4	-0.1	10	5	-2.3	-2
Cc1nn(-c2ccc(C(=O)OC(C)C)cc2)c(C)c1[N+](=O)[O-]	-1	-2	7	1	0	-1.0	2	-27	-0.5	3
CCOc1ccc(/C=C2/SC(=S)N(C(C(=O)O)c3ccccc3)C2=O)cc1OCC (configuration not stated)	-1	0	0	1	-5	-3.1	9	0	-1.8	8
Cc1onc(-c2c(F)cccc2Cl)c1C(N)=S	-1	21	-5	-15	-4	0.7	15	13	-2.9	0
O=C1/C(=C/c2ccc(Br)cc2)Oc2cc(O)ccc21	0	20	-2	-31	-2	3.8	10	8	-1.9	1
O=C(CCCn1c(=S)[nH]c2cc3c(cc2c1=O)OCO3)NCc1cccc(Cl)c1	0	-3	2	-4	2	-0.4	0	0	-0.1	-7
COc1cc(/C=N/NC(=O)COc2ccc([N+](=O)[O-])cc2)ccc1OCC(=O)N1CCOCC1	-1	-4	4	8	1	-0.5	-12	-11	1.5	2
CCOC(=O)Cn1c2c(c(=N)c3c1CCC3)CCCC2	2	0	2	-15	-2	0.7	-4	-5	0.5	-1
Cc1ccc(C(=O)N/N=c2\oc3ccccc3cc2C(N)=O)cc1	1	1	2	-5	2	-1.0	18	-7	-3.2	-5
CCOC(=O)c1c(/N=C/c2cc(C)ccc2O)sc2c1CCC2	2	-4	3	-12	-1	1.2	-43	7	6.4	-1
Cc1ccc(C(=O)Nc2ncc3c(Cl)cccc3n2)cc1	0	-1	1	-8	-1	2.8	20	-3	-4.3	-9
NC(=O)c1cc2cc(Cl)ccc2o/c1=N/NC(=O)c1cccs1	0	-2	7	-5	-2	1.2	6	-21	-1.1	-2
O=C(Cc1ccccc1)Nc1cccc(-c2nc3ncccc3o2)c1	1	19	-2	-5	-7	1.7	10	4	-1.6	-2
CC(=O)c1c(C)nc(-c2ccc(OCC(=O)Nc3cccc(C)c3C)cc2)n1O	2	-4	-1	-2	3	-0.2	13	-12	-2.6	.
O=C(NC1=NCCCCC1)c1cccc2ccccc12	2	-5	1	-1	3	0.7	4	-3	-0.8	3
COCCn1nnnc1C(c1cccc(C#N)c1)N1CCCCCC1 (configuration not stated)	-1	-6	-4	-12	-4	-1.4	5	-7	-0.8	1
Cc1ccccc1C(=O)N1CCN(c2ccc(NC(=S)NC(=O)c3cccs3)cc2)CC1	-1	0	-3	-9	6	0.0	11	-7	-2.1	3
Cn1c(NC(=O)Cc2cccc3ccccc23)cc(=O)n(C)c1=O	-2	1	6	-7	1	-1.0	18	-18	-3.4	.
CCn1c(SCC(=O)NNC(=O)c2ccc(OC)cc2)nnc1-c1ccco1	2	2	1	-4	0	0.8	-4	-3	0.7	-1
COc1ccc(-c2csc(NC(=O)CSc3nnnn3C)n2)c(OC)c1	2	-14	2	-13	0	0.0	-11	-6	1.6	-3
O=C(NC1CCCC1)C(c1cccnc1)N(C(=O)c1ccco1)c1ccc(F)cc1 (configuration not stated)	-3	-4	0	3	-3	3.1	-6	0	0.7	.
CC1CN(CCc2ccccc2)c2nc3c(c(=O)n(CC(N)=O)c(=O)n3C)n2C1 (configuration not stated)	-2	-6	4	-2	3	-0.1	17	-15	-3.2	0
COc1ccc(S(=O)(=O)N2CCCC2)cc1NC(=O)c1ccccc1F	0	-1	-2	2	-6	0.8	6	-20	-0.9	-4
O=C(Nc1ccc(N2CCCC2)c(Cl)c1)c1cccs1	-5	-2	0	1	3	-0.6	-10	1	1.4	-4
C[C@@H]1CCC(=O)N(CC[C@H](Oc2ccccc2)c2ccccc2)CC1	-3	12	-2	-10	-5	0.7	-28	-18	5.0	3
CCOc1ccccc1-n1cnc2cc(C(=O)NCc3ccco3)ccc21	4	4	-2	-10	2	1.0	-5	0	1.3	.
C[C@@H]1CN([C@H](C)CO)C(=O)Cc2cc(NS(=O)(=O)c3cn(C)cn3)ccc2O[C@H]1CN(C)S(=O)(=O)c1ccc(Cl)cc1	-1	-6	4	2	-5	0.1	2	-16	-0.5	0
N=c1c(S(=O)(=O)c2ccccc2)cc2c(=O)n3ccccc3nc2n1Cc1cccnc1	2	4	-4	-1	2	7.9	19	10	-3.8	-1
CCN1C(=O)[C@H]2[C@@H](c3ccc(C)cc3)N3C(=O)N(c4ccc(C(F)(F)F)cc4)C(=O)[C@@]3(CC)[C@H]2C1=O	3	14	2	-5	-6	-0.9	-3	9	0.5	-2
Cc1cc(Cl)ccc1OCC(=O)NCC(=O)N/N=C/c1ccco1	-3	3	-4	-6	-1	0.1	2	10	-0.3	-4
CC(/C=N/NC(=O)c1cccnc1)=C\c1ccccc1	3	-3	5	-8	-1	-0.5	-8	-14	1.1	-4
COC(=O)c1ccccc1NC(=O)CSc1n[nH]c(-c2ccco2)n1	-2	-7	0	-8	0	-1.4	-19	-33	2.4	10
CC(C)(C)C1=CC(=O)C(N2CCOCC2)=CC1=O	-3	2	1	0	-8	0.6	-13	4	2.1	-5
O=C(O)C1CCCN1C1=NS(=O)(=O)c2ccccc21 (configuration not stated)	2	5	3	5	0	0.4	10	-13	-1.4	-7
COc1cc(OC)c(C2N(c3cc(C)on3)C(=O)C3CCCN32)cc1OC (configuration not stated)	0	-3	1	13	2	-0.9	9	-3	-1.6	-1
Cc1cc(C)n(-c2ccc(NC(=O)C3CCN(Cc4ccccn4)CC3)cc2)n1	-1	-6	4	-5	-3	0.3	6	-16	-1.2	-3
Oc1ccc(/C=N/Nc2ccccc2)cc1	1	3	-2	2	1	-2.0	2	7	-0.4	-2
CN1C(=O)CSc2ccc(NC(=O)NCc3cccnc3)cc21	-1	0	-1	-2	-5	0.1	12	-4	-2.1	-2
O=C(Cn1nc(-c2cccc(Cl)c2)ccc1=O)NCC1COCCO1 (configuration not stated)	-1	-4	-5	-4	-4	1.4	7	14	-1.1	1
O=C(NCC1CCCN1S(=O)(=O)c1ccccc1)C(=O)NC1CC1 (configuration not stated)	-2	-1	-1	-6	1	0.1	19	3	-3.6	-1
O=C(O)c1ccc(N/N=C/c2cc3cc4c(cc3nc2Cl)OCCO4)cc1	-2	4	-2	-6	-2	-0.9	23	29	-4.5	-1
Cc1ncc(CO)c(CNc2ccc(Oc3ccccc3)cc2)c1O	4	3	2	-6	2	0.6	16	-7	-3.5	-1
CCC(=O)NC(NC(=S)Nc1cccc2cccnc12)C(Cl)(Cl)Cl (configuration not stated)	7	-3	3	-14	-3	4.4	-34	-34	5.4	1
COc1ccc(C(=O)N2CCc3c([nH]c4ccccc34)C2C(F)(F)F)cc1 (configuration not stated)	3	10	2	1	-4	0.0	-20	-17	3.9	-5
CC1CCCC(NC(=O)COC(=O)[C@@H](NC(=O)c2ccc(F)cc2)C(C)C)C1C (some centres not stated)	-4	-3	1	1	5	-0.8	-3	-2	0.6	3
CCOC(=O)N1CCN(C(=O)Cc2c(C(=O)O)n(C)c3ccccc23)CC1	3	7	2	-12	-5	0.1	11	-4	-2.1	0

Bioassay records (PubChem)
